Pemphigus Ab inh – human desmoglein-3 autoantibody binding inhibition. P32926. DSG3-coupled beads, scFv-anti-DSG3-GFP binding, flow cytometry; stronger effect = lower value. binding (percent of control), % at 10 µM. hit rate 0.48% among 310,000. AID 588358;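 active = binding more than 3 SD below its plate's average and above zero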;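 also: hits lower antibody fragment binding to DSG3; some compounds called inactive have numbers as strong as hits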
E coli growth – counter-screen for AddAB inhibitors: E. coli growth inhibition; AID 449728; inhibition, % at 11.9 µM; hit rate 0.27% among 330,000; E. coli V3065 growth, OD600 absorbance, 18 h;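 active = inhibition above the campaign's mean inhibition across all tested compounds plus 3 SD, cut at about 9.9% in these data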;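 also: uninfected addAB+ strain grown without phage in ampicillin broth; 0% = DMSO wells and 100% = ciprofloxacin 0.95 µg/ml wells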
PKA-R1A activ – activates the PKA-R1A holoenzyme complex. P00514+P68181. PKA-R1A dissociation, Cy5-IP20 fluorescence polarization; scaled: DMSO 0%, 113 µM cGMP 100%. activation, % at 11.4 µM. hit rate 0.083% among 340,000. AID 504707;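 active = percent activation above the mean of all tested compounds plus 3 SD, cut at about 19% in these data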;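 also: higher means more PKAc released from R1A so a rise in polarization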
AddAB inh – less growth of phage-infected E. coli with AddAB. hit rate 0.29% among 330,000. inhibition, % at 11.9 µM. E. coli expressing H. pylori AddAB, absorbance growth; in the data active = inhibition above about 12%;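 also: 0% = vehicle wells of infected cells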
PfHsp90 yeast 2 – inhibits growth of yeast expressing Plasmodium falciparum Hsp90. S. cerevisiae expressing PfHsp90, BacTiter-Glo ATP, 48 h; yeast lacking PDR1 and PDR3 efflux regulators. inhibition, % at 9.4 µM. hit rate 0.32% among 310,000. AID 504621;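 active = every replicate shows inhibition above about 80%, whatever the replicate mean, limit read from the data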;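 also: 0% = DMSO neutral controls and 100% = 20 µM radicicol positive controls; yeast relying on Plasmodium falciparum Hsp90 in place of its own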
phage Ecoli inh – E. coli growth loss with phage present. hit rate 0.26% among 360,000. inhibition, % at 11.9 µM. growth absorbance; in the data active = inhibition above about 11%
Arrestin-AP2 inh – human beta-arrestin and AP2 interaction inhibition; FITC-arrestin peptide / GST-AP2 beads, flow cytometry; AP2 beta2 appendage carries R879A mutation; inhibition, % at 10 µM; hit rate 0.31% among 340,000;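 active = inhibition above a set limit, near 3 SD of compounds lacking own fluorescence, cut at about 54% in these data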;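 also: plate controls were DMSO wells for no effect and 5 µM unlabelled arrestin peptide for full effect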
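system = GST-tagged AP2 beta2-adaptin appendage (R879A) on 4 µm glutathione beads | reagent = FITC-labelled arrestin peptide probe, 50 nM final | schedule = compound with beads 12 min RT, then probe 1 h RT | signal = HyperCyt-sampled flow cytometry, FL1 channel, ex 488/em 535 nm | read-out = percent response from loss of bead-bound FITC fluorescence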
MOR-DOR ag – agonists of human mu-delta opioid receptor heterodimerization; cells, OPRM1-OPRD1 heterodimerization, luminescence; P35372+P41143; hit rate 0.3% among 340,000; AID 504326; activation, % at 9.3 µM; in the data active = activation above about 18%;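 also: 0% = vehicle-treated cells and 100% = reference agonist; values of inactives mirror those of a sister screen read the other way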
Target sequence (P35372 whole entry, looked up): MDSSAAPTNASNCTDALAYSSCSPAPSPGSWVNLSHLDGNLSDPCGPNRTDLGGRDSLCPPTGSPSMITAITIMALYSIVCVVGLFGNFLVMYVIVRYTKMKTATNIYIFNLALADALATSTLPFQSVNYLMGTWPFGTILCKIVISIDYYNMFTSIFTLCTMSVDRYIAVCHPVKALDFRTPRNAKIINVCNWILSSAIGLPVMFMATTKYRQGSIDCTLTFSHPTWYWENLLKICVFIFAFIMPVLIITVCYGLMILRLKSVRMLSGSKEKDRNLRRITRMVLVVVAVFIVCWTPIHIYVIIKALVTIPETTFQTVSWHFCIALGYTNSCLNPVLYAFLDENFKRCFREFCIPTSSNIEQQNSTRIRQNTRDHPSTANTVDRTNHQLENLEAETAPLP
Target sequence (P41143 whole entry, looked up): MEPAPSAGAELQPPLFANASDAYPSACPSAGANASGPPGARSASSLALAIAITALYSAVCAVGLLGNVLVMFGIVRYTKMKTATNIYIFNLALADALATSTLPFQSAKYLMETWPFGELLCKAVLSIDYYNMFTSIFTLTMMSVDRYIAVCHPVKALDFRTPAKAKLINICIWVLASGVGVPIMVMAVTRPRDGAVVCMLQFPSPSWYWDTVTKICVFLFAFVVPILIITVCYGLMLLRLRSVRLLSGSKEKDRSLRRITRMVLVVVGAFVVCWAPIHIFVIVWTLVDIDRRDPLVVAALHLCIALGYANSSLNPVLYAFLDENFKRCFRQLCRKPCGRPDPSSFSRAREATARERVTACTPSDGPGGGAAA
Tat transport – blocks Tat-dependent protein export in E. coli; E. coli MC4100 TorA-mCherry Tat export, fluorescence; inhibition, % at 10 µM; hit rate 0.036% among 340,000; AID 488895;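 active = mean replicate inhibition at least 50% and at least half of replicates individually reaching 50%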;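 also: exported cargo escapes ClpAP degradation while cytoplasmic cargo is degraded and loses fluorescence; 0% = median of neutral control wells and 100% = median of NaSCN control wells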
Mot1-301 SUMO – SUMOylation pathway inhibition by Mot1-301 growth rescue; hit rate 1% among 320,000; S. cerevisiae Mot1-301 growth rescue, ATP luminescence, 38.5C; percent above DMSO median, 100 means doubled; AID 2716; growth rescue, % at 18.8 µM;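 active = every valid replicate shows activation above 250% relative to neutral control wells; inactive = the rest, any valid replicate at or below 250%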;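 also: OY570 slx delta 5 strain wells were the positive control but not used for scaling; some compounds called inactive have numbers as strong as hits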
MOR-DOR inv ag – mu-delta opioid heterodimer inverse agonism; cell-based MOR-DOR heterodimer luminescence; inhibition, % at 9.3 µM; hit rate 0.21% among 340,000; AID 504357; in the data active = inhibition above about 22%, passing the limit was not always enough;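 also: 0% = cells with DMSO and 100% = wells without cells with DMSO; values of inactives mirror those of a sister screen read the other way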
* = called active by the depositor; · = no result given.

SMILES	Pemphigus Ab inh	E coli growth	PKA-R1A activ	AddAB inh	PfHsp90 yeast 2	phage Ecoli inh	Arrestin-AP2 inh	MOR-DOR ag	Tat transport	Mot1-301 SUMO	MOR-DOR inv ag
Cc1cccc(NC(=O)c2cccc(C(=O)Nc3cccc(C)c3)n2)c1	116.5	-3.7	-4.0	-2.1	-0.8	3.5	7.5	-2.2	-2.9	14.7	11.7
CCCOC(=O)c1c(NC(=O)CSc2nc(-c3ccco3)cc(C(F)(F)F)n2)sc(C(=O)OC)c1C	98.9	-1.2	6.2	0.8	-19.2	1.0	-7.0	-2.2	-3.3	-3.3	11.5
COc1ccc(-c2cc(=O)c3ccccc3[nH]2)cc1	102.9	0.2	3.2	1.8	-18.5	4.9	8.4	-3.6	6.3	-2.7	16.6
O=C(Cc1ccc(F)cc1)Nc1ccc(F)c([N+](=O)[O-])c1	94.0	0.7	-1.5	-0.7	-31.5	0.8	0.9	-0.1	8.7	7.4	0.8
CCN(CC)S(=O)(=O)c1ccc(C(=O)NCc2ccc3c(c2)OCO3)cc1	110.2	3.4	-1.4	1.4	5.8	2.6	37.3	-1.3	0.8	12.1	6.9
CC1CCCCN1CCNC(=O)C1CC(=O)N(c2ccc(F)c(Cl)c2)C1 (stereo unspecified)	·	-3.1	-6.3	0.6	-19.3	2.5	3.6	-0.5	-0.4	·	2.5
Cc1ccc(-c2csc(=S)[nH]2)cc1	98.9	2.4	-2.8	0.0	-4.2	2.2	21.0	-1.5	-3.6	·	7.6
CN(C(=O)c1ccc(N2CCCCC2)c([N+](=O)[O-])c1)C1CCS(=O)(=O)C1 (stereo unspecified)	112.3	-0.1	-6.3	1.6	-2.4	2.9	12.7	-3.7	-3.1	-8.9	19.2
COc1cc2c(cc1NC(=O)CSCC(=O)O)oc1ccccc12	103.2	1.6	-4.2	1.8	-22.7	-1.3	-1.8	-2.3	20.8	·	12.8
CC(C)(C)NC(=O)Cc1ccc(Cl)c(Cl)c1	109.8	-0.3	1.6	3.2	-21.0	3.8	17.7	-2.0	-2.2	207.4	9.6
O=C(N/N=C\c1ccc2c(c1)OCO2)c1ccc(Cn2cc(Br)c([N+](=O)[O-])n2)o1	102.5	19.5*	4.0	23.3*	-3.3	2.3	0.3	0.5	-4.8	-0.4	-3.7
Cc1cccc(CN2CCC(C(N)=O)CC2)c1	99.3	1.2	3.4	1.1	23.0	0.4	8.3	0.1	-11.2	-3.9	-0.4
COc1ccc(S(=O)(=O)Nc2cccc3c2O[C@H](CN(C)Cc2ccccc2)[C@@H](C)CN([C@H](C)CO)C3=O)cc1	98.3	0.4	-13.2	0.9	-7.1	1.7	5.4	-3.1	-1.5	-6.2	17.7
O=c1c(-c2ccccc2)coc2c(CN3CCCC3)c(O)ccc12	99.3	-1.0	-5.5	-0.2	23.8	2.4	-9.4	-3.0	-5.2	-4.4	15.9
CCOC(=O)c1cnc2ccc(OCC)cc2c1NCc1cccnc1	97.0	1.2	7.9	2.0	-3.7	2.8	18.0	-2.3	-0.6	-6.6	12.7
O=C(CC1C(=O)NCCN1C/C=C/c1ccccc1)NCCc1cnccn1 (stereo unspecified)	101.4	0.4	-10.3	1.5	12.8	4.2	-7.8	-2.5	2.5	180.0	13.1
CCN1/C(=C/c2ccc3cccc(C)c3[n+]2CC)Sc2ccccc21	183.6	5.4	-1.2	9.1	-15.4	6.3	12.7	-3.5	1.4	-6.5	18.9
O=C(CC1C=Cc2ccccc2N1C(=O)c1ccccc1)c1ccccc1 (stereo unspecified)	93.2	1.6	-4.2	0.2	-4.5	1.7	5.0	2.7	-11.2	-9.3	-13.9
COc1ccc(NC(=O)CSc2nncs2)cc1OC	99.1	0.1	-17.4	-0.3	12.0	1.7	17.8	-0.6	12.1	4.1	3.8
COc1cccc(/C=C2/CN(C)CC3=C2OC(N)=C(C#N)C3c2cccc(OC)c2)c1 (stereo unspecified)	111.2	-2.5	2.5	1.4	-10.8	-0.9	1.7	-1.1	-3.6	-5.4	4.5
COc1ccc(OCC(O)Cn2c(=N)n(CCN3CCCCC3)c3ccccc32)cc1 (stereo unspecified)	101.7	-0.7	-2.7	0.3	6.4	2.5	-6.0	·	7.3	-9.3	·
Cc1ccc(S(=O)(=O)N2CCCC2C(=O)O)cc1 (stereo unspecified)	100.1	0.7	-2.5	2.5	4.3	2.0	15.3	-1.7	0.3	·	10.0
CC(OC(=O)[C@@H](NC(=O)OCc1ccccc1)C(C)C)C(=O)Nc1ccc(N2CCOCC2)cc1 (stereo partly specified)	114.9	·	-7.2	·	-4.7	-1.0	5.5	2.7	8.5	·	-11.0
Cc1cc(-n2ccc(=O)[nH]c2=O)nc(-c2ccccc2)n1	104.3	0.3	6.5	1.1	9.8	2.2	-0.1	-1.9	9.9	-9.9	10.9
O=C(CN1C(=O)S/C(=C\c2cccc(Cl)c2)C1=O)NCCCn1ccnc1	96.5	-1.7	-4.3	3.7	-11.4	1.0	1.0	0.0	0.1	-18.1	-0.1
Additional entries.
SMILES	Pemphigus Ab inh	E coli growth	PKA-R1A activ	AddAB inh	PfHsp90 yeast 2	phage Ecoli inh	Arrestin-AP2 inh	MOR-DOR ag	Tat transport	Mot1-301 SUMO	MOR-DOR inv ag
CC(C)(C)n1nnnc1C(c1ccccc1)N1CCc2ccccc2C1 (stereo unspecified)	102.2	-0.3	-11.0	2.1	21.8	·	9.9	0.2	3.9	-7.9	-1.0
COc1cccc(C(=O)N2CCC(n3nccc3NC(=O)CCOc3ccccc3)CC2)c1	110.8	0.2	3.5	2.0	9.2	2.5	7.8	-2.1	-2.2	-21.8	11.1
O=C(CCC(=O)Nc1ccc(F)cc1)N/N=C/c1ccc(F)cc1	108.1	0.5	4.6	-0.3	11.2	-0.3	-10.2	-2.2	-9.7	135.8	10.6
O=[N+]([O-])c1cccc(C2=NCCS2)c1	94.3	0.3	2.3	0.6	-6.8	-1.0	6.6	-0.3	-7.4	14.3	1.5
CN1C(=O)C(=O)/C(=C(/O)c2ccc(Br)cc2)C1c1cccc([N+](=O)[O-])c1 (stereo unspecified)	114.1	-0.6	-2.6	-1.0	-10.3	-0.1	20.0	-2.0	-2.1	-5.0	10.4
CN(C)C(=O)N1CCNCC1	96.3	-0.8	-5.2	-2.4	8.4	3.8	12.7	-0.1	-4.7	-4.9	0.3
Cc1nc2nc3c(cn2n1)C(=O)CC(c1ccccc1)C3 (stereo unspecified)	102.3	·	1.8	·	-9.8	1.9	10.1	1.6	-4.7	·	-7.8
CCOc1ccc(CN2CCNC(=O)C2CC(=O)NCc2csc(C(C)C)n2)cc1 (stereo unspecified)	·	·	3.0	·	15.0	2.4	3.5	-1.0	3.5	·	5.1
CSc1ccccc1OCc1cc(C(=O)NCCN2CCCc3ccccc32)no1	118.3	-1.2	-13.0	1.5	9.5	0.2	-1.5	-2.0	2.3	-18.3	10.0
Cc1ccc(Oc2nc3ccccn3c(=O)c2/C=C(\C#N)C(=O)Nc2c(C)n(C)n(-c3ccccc3)c2=O)c(C)c1	101.7	0.0	-3.2	2.9	6.3	4.7	6.4	-0.7	-2.5	-19.3	3.7
CCOC1(OCC)C(c2ccc(Cl)cc2)C(C#N)(C#N)C1(OCC)OCC (stereo unspecified)	·	1.2	-10.2	1.9	-3.3	3.5	1.5	2.8	0.5	494.6*	-17.6
O=C(O)C1(O)C[C@@H](O)C(O)[C@H](O)C1 (stereo partly specified)	92.9	·	5.4	·	15.8	1.5	-4.9	-1.0	0.6	·	5.6
COCCn1cnc2c(c1=O)c1nc3ccccc3nc1n2/N=C/c1ccc(OC)c(OC)c1	·	2.7	-5.3	6.4	-4.2	1.6	5.9	-1.1	-10.0	-4.6	5.7
COc1ccc2c(c1)[nH]c1c(=O)n(/N=C/c3ccc(OC)c(CN4CCCCC4)c3)cnc12	93.5	-1.8	-5.0	-3.0	1.2	1.5	36.5	-1.9	-18.1	81.2	9.7
Cc1ccc(CC(=O)NCc2ccc3c(c2)OCO3)cc1	98.0	1.7	-3.8	1.3	4.7	0.8	-3.5	0.0	-6.3	·	0.2
CC(=O)c1sc(-c2ccccc2)cc1NS(=O)(=O)c1ccccc1	75.3*	-0.3	·	1.6	-16.3	1.0	-5.5	·	-3.3	-17.6	·
CCc1ccc(CNC(=O)CCC(=O)n2ncc3cc(C)ccc32)cc1	76.8*	1.2	-6.9	-2.7	-3.9	3.0	-6.9	1.2	20.5	-1.6	-6.8
CC(=O)Nc1ccc(Oc2cnccn2)cc1	106.9	-0.8	0.7	-0.4	3.2	5.4	11.6	0.8	-12.2	-16.2	-3.4
C=CCSc1nnc2c(n1)OC(c1c(C)[nH]n(-c3ccccc3)c1=O)Nc1ccccc1-2 (stereo unspecified)	104.6	1.1	-6.0	1.6	17.3	0.2	4.0	-1.1	7.0	4.0	5.8
CCOc1ccccc1N1C(=O)CC(N(O)c2ccccc2)C1=O (stereo unspecified)	106.0	0.0	-1.8	1.9	-3.4	3.1	3.8	-3.4	2.2	3.9	20.0
O=C1CNC(=S)N1CCCc1ccccc1	100.2	-1.0	-1.2	4.1	17.6	·	2.4	-4.0	-0.1	-18.2	19.6
CCCCCC1CCC(C(=O)NCCN2CCOCC2)CC1 (stereo unspecified)	91.4	1.6	6.7	-1.7	10.2	0.3	1.9	-3.5	-5.0	100.1	16.5
Nc1c2c(=O)oc(-c3ccccc3)cc2nn1-c1ccccc1	102.1	-0.3	-1.0	-1.0	-20.4	2.1	9.7	2.1	5.7	6.8	-10.8
COc1ccc(-c2ccnc3nc(N4CCN(c5ccccc5)CC4)nn23)cc1	100.3	0.1	1.7	-0.7	·	-2.8	3.5	-1.3	-3.2	8.8	6.3
COc1cc(C2NC(=S)NC(C)=C2C(=O)c2ccccc2)ccc1O (stereo unspecified)	95.8	2.1	-17.4	1.6	-5.2	2.1	-7.8	-0.7	-2.3	-8.7	3.4
Cc1ccc(CN2CCN(C3CCCC3)C(CCO)C2)s1 (stereo unspecified)	100.3	1.4	-0.2	1.7	-1.1	2.1	5.1	-0.2	-5.1	·	1.3
CCCCCn1nc(C(=O)N(CC(C)C)c2c(N)n(CCCC)c(=O)[nH]c2=O)c2ccccc2c1=O	106.8	-0.9	11.5	-0.2	·	2.3	34.4	-0.6	3.5	91.4	2.9
Cc1ccc(CNC(=O)C2CC(c3ccccc3C(F)(F)F)=NO2)o1 (stereo unspecified)	109.2	0.7	-5.3	2.9	·	0.0	30.2	-0.3	-2.9	9.8	1.8

Single values from the entries so far.
Reading of CCOc1ccc(CN2CCNC(=O)C2CC(=O)NCc2csc(C(C)C)n2)cc1 (stereo unspecified) under phage Ecoli inh: 2.4
Reading of Nc1c2c(=O)oc(-c3ccccc3)cc2nn1-c1ccccc1 under PfHsp90 yeast 2: -20.4

High-throughput results (PubChem BioAssay)
